SR-BI uptake up = enhances SR-BI lipid uptake from DiI-HDL. CHO ldlA[mSR-BI] cells, DiI-HDL uptake fluorescence, 3 h; 100 = double the neutral-control signal. activation, % at 12.5 µM. actives 0.096% (n = 320,000). AID 504775;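 active = mean replicate activation of at least 60% and every replicate at or above 60%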;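 also: 0% = median plate neutral-control signal and 100% = twice that signal; values of inactives mirror those of a sister screen read the other way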
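Assay system: CHO ldlA[mSR-BI] cells, LDL receptor-null, SR-BI overexpressing; medium: Ham's F12 with 0.5% BSA, HEPES 25 mM, pH 7.4; also added: DiI-HDL 10 µg/mL; timing: 3 h uptake period with compound, 37 °C; signal: DiI fluorescence, bottom read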
Tat export inh = E. coli Tat transport inhibition | E. coli MC4100 TorA-mCherry Tat export, fluorescence | inhibition, % at 10 µM | actives 0.036% (n = 340,000);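 active = mean replicate inhibition at least 50% and at least half of replicates individually reaching 50%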;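 also: exported cargo escapes ClpAP degradation while cytoplasmic cargo is degraded and loses fluorescence; 0% = median of neutral control wells and 100% = median of NaSCN control wells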
phage Ecoli inh = E. coli growth loss with phage present; growth absorbance; inhibition, % at 11.9 µM; actives 0.26% (n = 360,000); AID 651602; in the data active = inhibition above about 11%
Wnt bcat act = activates Wnt/beta-catenin signaling in a reporter cell assay. activator, plate reader. activation, % at 9.35 µM. actives 1.2% (n = 300,000). AID 743398; in the data active = activation above about 30%, passing the limit was not always enough;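 also: 0% = neutral control wells and 100% = positive control wells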
E coli growth = bacterial growth inhibition, counter-screen for AddAB inhibitors. E. coli V3065 growth, OD600 absorbance, 18 h. inhibition, % at 11.9 µM. actives 0.27% (n = 330,000). AID 449728;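 active = inhibition above the campaign's mean inhibition across all tested compounds plus 3 SD, cut at about 9.9% in these data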;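 also: uninfected addAB+ strain grown without phage in ampicillin broth; 0% = DMSO wells and 100% = ciprofloxacin 0.95 µg/ml wells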
SR-BI HDL uptake = blocks mouse SR-BI lipid uptake from DiI-HDL | Q61009 | AID 488896 | inhibition, % at 12.5 µM | actives 0.96% (n = 320,000) | ldlA[mSR-BI] CHO cells, DiI-HDL uptake fluorescence, 3 h;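 active = mean replicate inhibition of at least 70% and a set share of replicates each scoring 70 or more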;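 also: 0% = median of neutral control wells and 100% = median of positive control wells; values of inactives mirror those of a sister screen read the other way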
Target sequence (Q61009 whole entry, looked up): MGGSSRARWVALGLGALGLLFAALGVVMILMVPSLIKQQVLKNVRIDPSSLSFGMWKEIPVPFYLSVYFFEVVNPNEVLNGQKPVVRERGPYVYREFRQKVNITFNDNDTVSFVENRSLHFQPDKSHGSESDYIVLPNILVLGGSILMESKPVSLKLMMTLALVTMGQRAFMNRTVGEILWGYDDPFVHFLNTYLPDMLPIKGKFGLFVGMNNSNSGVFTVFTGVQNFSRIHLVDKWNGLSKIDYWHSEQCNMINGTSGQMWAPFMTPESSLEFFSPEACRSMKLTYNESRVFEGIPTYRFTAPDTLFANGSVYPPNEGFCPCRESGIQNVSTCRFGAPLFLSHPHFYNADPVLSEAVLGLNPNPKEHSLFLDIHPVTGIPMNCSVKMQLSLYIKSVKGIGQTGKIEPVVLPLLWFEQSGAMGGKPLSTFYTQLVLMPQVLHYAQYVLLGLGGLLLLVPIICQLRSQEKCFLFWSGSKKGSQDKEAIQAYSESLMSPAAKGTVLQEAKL
CAL PDZ FP-1 = human CAL PDZ-peptide interaction inhibition; Q9HD26; purified CAL PDZ, TMR-peptide fluorescence polarization, 1 h; inhibition, % at 20 µM; actives 0.02% (n = 330,000); AID 504414;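 active = highest replicate inhibition of at least 40%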;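 also: plate controls were DMSO neutral control wells for no effect and unlabeled competitor peptide control wells for full effect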
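Material: tagged CAL PDZ domain; buffer or medium: 25 mM sodium phosphate pH 7.4, 150 mM NaCl, TCEP, IgG, Thesit; compound dosing: single point, 20 µM; schedule: 1 h incubation at room temperature before polarization reading; measured by: FP readout, S and P plane fluorescence; read-out basis: percent inhibition from loss of millipolarization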
AddAB inh = less growth of phage-infected E. coli with AddAB. inhibition, % at 11.9 µM. actives 0.29% (n = 330,000). E. coli expressing H. pylori AddAB, absorbance growth. AID 435030; in the data active = inhibition above about 12%;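 also: 0% = vehicle wells of infected cells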
MITF TRPM1 HTS = activators of MITF-driven TRPM1 promoter activity in SK-MEL-5 cells; SK-MEL-5 TRPM1-promoter luciferase, 24 h; % of positive control, neutral wells = 0; activation, % at 12.5 µM; actives 0.75% (n = 300,000); AID 588334;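 active = mean activation of at least 80% with every replicate also reaching 80%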;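 also: 0% = neutral control wells and 100% = parthenolide positive control wells; values of inactives mirror those of a sister screen read the other way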
CAL PDZ FP-2 = blocks peptide binding to the human CAL PDZ domain. Q9HD26. purified CAL PDZ, TMR-peptide fluorescence polarization, 1 h. inhibition, % at 24.9 µM. actives 0.92% (n = 300,000). AID 602252;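 active = mean inhibition of at least 30% with at least half of replicates also reaching 30%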;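 also: 0% = DMSO neutral control and 100% = excess unlabeled competitor peptide PRC23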
Starred values were filed as active, the others as inactive; nt = not tested or not shown. Not a hit list. About 3.6% of those tested had a hit in this group.

SMILES | SR-BI uptake up | Tat export inh | phage Ecoli inh | Wnt bcat act | E coli growth | SR-BI HDL uptake | CAL PDZ FP-1 | AddAB inh | MITF TRPM1 HTS | CAL PDZ FP-2
O=S(=O)(NC(CO)Cc1ccccc1)c1ccc(Br)cc1F (stereo not drawn) | 16 | 3 | 0.4 | -1 | nt | -16 | -0.7 | nt | 5 | -3
Nc1nc(Sc2ccc([N+](=O)[O-])c3nonc23)c2[nH]cnc2n1 | -18 | -5 | 39* | -10 | nt | 18 | 0.1 | nt | nt | -6
Cc1cccc(N2CC(C(=O)Nc3nnc(SCC(=O)Nc4nccs4)s3)CC2=O)c1 (stereo not drawn) | 9 | -7 | 0.6 | -3 | 0.7 | -9 | 0.4 | 1.8 | 2 | -2
COc1ccc2cc(C(=O)N3CCOCC3)sc(=O)c2c1OC | 14 | -6 | 1.2 | -2 | -1.2 | -14 | 0.0 | 1.9 | 12 | -3
CC(=O)CCSc1ncnc2sc(-c3ccccc3)cc12 | 7 | -3 | 2.3 | 43* | 0.4 | -7 | -1.5 | 2.5 | 69 | 17
CCCn1c(N)c(C(=O)CSc2nc3ncc(Cl)cc3[nH]2)c(=O)[nH]c1=O | -9 | 7 | 3.4 | 28 | -0.9 | 9 | 0.5 | 1.1 | 4 | -5
COCCn1c(C)cc(C(=O)COC(=O)Cc2n[nH]c(=O)c3ccccc23)c1C | 19 | -7 | 3.8 | 10 | nt | -19 | -1.9 | nt | 44 | -4
CC(Oc1ccccc1)C(=O)N1CCC2(CC1)Oc1ccc(F)cc1C(=O)C21CC(c2ccccc2)=NO1 (stereo not drawn) | 4 | 6 | 0.2 | -4 | 0.1 | -4 | -0.8 | 4.9 | 19 | 4
O=C(CSc1nnc(Cc2ccccc2)n1-c1ccccc1)N1CCOCC1 | 31 | 6 | 3.4 | nt | -5.1 | -31 | -0.2 | -1.1 | -16 | nt
Cc1c(CC(=O)NCCCCCC(=O)O)c(=O)oc2cc3occ(-c4ccccc4)c3cc12 | 22 | -2 | -1.0 | 5 | -3.2 | -22 | -5.8 | 1.7 | 5 | nt
O=C(CCN1C(=O)[C@@H]2Cc3ccccc3CN2C1=O)N[C@H](C(=O)O)c1ccccc1 | 14 | -2 | 0.4 | -2 | -0.5 | -14 | -3.2 | 4.0 | -7 | -3
O=C(NC(=S)N1CCCCCC1)c1ccc(Cl)cc1Cl | 2 | -5 | -0.3 | 0 | -5.3 | -2 | -0.2 | -3.1 | 1 | -5
O=C(Sc1nnc(-c2ccccc2)o1)N1c2ccccc2Sc2ccccc21 | 7 | -1 | 0.3 | -1 | -0.6 | -7 | -1.7 | 0.9 | -2 | -2
O=C1CC(c2ccccc2)(c2ccccc2)c2ccccc21 | 17 | 2 | 2.3 | -7 | nt | -17 | 0.6 | nt | -10 | nt
CC1CCCC(NC(=O)COC(=O)/C=C/c2ccco2)C1C (stereo not drawn) | 24 | 1 | 2.4 | 3 | -0.5 | -24 | 0.7 | 1.4 | -1 | -3
O=C(O)c1ccc(CN2C(=O)c3cccc4c([N+](=O)[O-])ccc(c34)C2=O)cc1 | 0 | -1 | nt | nt | nt | 0 | 0.0 | nt | -7 | -6
CCCCn1ccnc1C(=O)c1ccc(S(=O)(=O)N2CCCC2)cc1 | 0 | -8 | 3.5 | 7 | -1.9 | 0 | -0.7 | 1.8 | 11 | 1
CCN(C(=O)COC(=O)c1cccc(S(=O)(=O)NCc2ccccc2)c1)c1ccccc1 | -8 | -1 | 2.1 | 4 | nt | 8 | -0.8 | nt | 3 | -5
COc1cc(NC(=O)CN(C)CCOc2ccccc2)c(C)cc1[N+](=O)[O-] | -17 | -5 | 0.2 | 1 | -1.7 | 17 | -0.7 | -1.1 | 1 | 42*
COc1ccccc1N(CCC#N)C(=O)CSc1nc(-c2ccccc2)cn1N | -14 | 1 | 1.7 | -3 | -2.5 | 14 | -0.6 | -0.1 | 10 | 0
Cc1ccc(-n2nnnc2SCc2nnc(-c3ccccc3Br)o2)c(C)c1 | -22 | 15 | 0.5 | -1 | 2.5 | 22 | -0.2 | 0.8 | -4 | -2
CC(=O)c1ccc(N2CCN(c3ccc(S(=O)(=O)N4CCN(C)CC4)cn3)CC2)cc1 | -3 | -2 | 2.8 | nt | -0.2 | 3 | 0.4 | 1.1 | -13 | -7
O=C(NCCCN1CCC(Cc2ccccc2)CC1)C1CCN(S(=O)(=O)N2CCOCC2)CC1 | 16 | 2 | 0.5 | -1 | nt | -16 | -1.1 | nt | 14 | -23
Cc1ccccc1OCC(=O)NC(C)c1ccccc1 (stereo not drawn) | nt | 7 | -1.5 | -2 | nt | nt | 1.1 | nt | -2 | 0
CN(C)c1ccc(NC(=O)CN2CCC(C(=O)c3ccc(F)cc3)CC2)cc1 | -12 | 9 | nt | -4 | -3.0 | 12 | 0.5 | 2.1 | -5 | nt
COc1ccccc1-c1oc2ccccc2c1C#CCCO | -13 | 7 | -0.6 | 1 | -0.4 | 13 | -1.1 | 1.0 | -2 | -4
O=C(Cc1ccccc1)Nc1ccccc1N1CCCC1 | 1 | -3 | 4.7 | 4 | -2.0 | -1 | -0.3 | -1.4 | 8 | 0
CC(OC(=O)c1cccnc1)C(=O)NCc1ccc2c(c1)OCO2 (stereo not drawn) | 38 | 3 | 2.8 | 2 | 2.3 | -38 | -1.2 | 3.4 | 6 | -2
Cn1c(=O)c(C(=O)CN2CCCCCC2)c(N)n(Cc2ccccc2)c1=O | -8 | -2 | 1.3 | -1 | 0.3 | 8 | -0.2 | 2.0 | -3 | -3
O=C(CN(Cc1ccccc1)C(=O)c1csnn1)NCCc1ccccc1 | nt | -3 | -2.3 | -2 | -1.3 | nt | -1.8 | 1.3 | 1 | -3
COc1cccc(C=NNC(=O)CCCC(=O)NN=Cc2cccc(OC)c2)c1 | -22 | 1 | 1.0 | -2 | nt | 22 | -0.5 | nt | 10 | -2
CCc1ccc(-n2c(SCC(=O)Nc3cc(C)[nH]n3)nc3[nH]ncc3c2=O)cc1 | 3 | -5 | 3.9 | 5 | 0.9 | -3 | nt | -0.5 | -5 | -4
COc1ccc(NC(=O)N(C)C[C@H]2Oc3ccc(NC(=O)Nc4ccc5c(c4)OCO5)cc3C(=O)N([C@H](C)CO)C[C@@H]2C)cc1 | -23 | 18 | 1.8 | -1 | nt | 23 | -0.4 | nt | 6 | -9
COC(=O)NCCOc1cc(C)ccc1C | 22 | 2 | 4.2 | -1 | 0.7 | -22 | -0.8 | 0.3 | -6 | -4
CCn1c(N2CCC(Cc3ccccc3)CC2)nc2c1c(=O)[nH]c(=O)n2C | 22 | 6 | -4.3 | 0 | -2.4 | -22 | nt | -0.4 | -1 | 0
CC1(C)OC(=O)C=C[C@]2(C)[C@H]3CC[C@@]4(C)[C@H](C(=O)O)OC(=O)[C@H]5O[C@]54[C@]3(C)C(=O)C[C@@H]12 | -1 | -9 | 3.3 | 0 | 0.9 | 1 | -0.3 | 1.4 | 6 | 0
Cc1[nH]n(-c2ccccc2)c(=O)c1C(C[N+](=O)[O-])c1ccccc1Cl (stereo not drawn) | 12 | 5 | 5.0 | nt | -1.7 | -12 | -1.0 | 4.5 | -8 | 0
Oc1ccccc1C1=Nc2ncnn2C(c2ccc(F)cc2)C1 (stereo not drawn) | -38 | -2 | 2.2 | nt | 0.1 | 38 | -1.6 | 2.5 | -18 | -1
CCc1ccc2c(COC(=O)C3CSC4(C)CCC(=O)N34)cc(=O)oc2c1 (stereo not drawn) | -6 | 0 | 0.5 | 2 | 0.2 | 6 | -0.3 | 2.2 | nt | -1
C=CCn1c(COc2cccc3ccc(C)nc23)nnc1SCC(=O)O | 20 | 2 | 1.8 | -6 | 0.3 | -20 | -1.6 | 4.6 | nt | -2

7 of these compounds in a different format.
Every second line gives: SR-BI uptake up, Tat export inh, phage Ecoli inh, Wnt bcat act, E coli growth, SR-BI HDL uptake, CAL PDZ FP-1, AddAB inh, MITF TRPM1 HTS, CAL PDZ FP-2
- COc1cccc(C=NNC(=O)CCCC(=O)NN=Cc2cccc(OC)c2)c1
  -22, 1, 1.0, -2, nt, 22, -0.5, nt, 10, -2
- CCc1ccc(-n2c(SCC(=O)Nc3cc(C)[nH]n3)nc3[nH]ncc3c2=O)cc1
  3, -5, 3.9, 5, 0.9, -3, nt, -0.5, -5, -4
- COc1ccc(NC(=O)N(C)C[C@H]2Oc3ccc(NC(=O)Nc4ccc5c(c4)OCO5)cc3C(=O)N([C@H](C)CO)C[C@@H]2C)cc1
  -23, 18, 1.8, -1, nt, 23, -0.4, nt, 6, -9
- COC(=O)NCCOc1cc(C)ccc1C
  22, 2, 4.2, -1, 0.7, -22, -0.8, 0.3, -6, -4
- CCn1c(N2CCC(Cc3ccccc3)CC2)nc2c1c(=O)[nH]c(=O)n2C
  22, 6, -4.3, 0, -2.4, -22, nt, -0.4, -1, 0
- CC1(C)OC(=O)C=C[C@]2(C)[C@H]3CC[C@@]4(C)[C@H](C(=O)O)OC(=O)[C@H]5O[C@]54[C@]3(C)C(=O)C[C@@H]12
  -1, -9, 3.3, 0, 0.9, 1, -0.3, 1.4, 6, 0
- Cc1[nH]n(-c2ccccc2)c(=O)c1C(C[N+](=O)[O-])c1ccccc1Cl (stereo not drawn)
  12, 5, 5.0, nt, -1.7, -12, -1.0, 4.5, -8, 0

The list goes on:
SMILES | SR-BI uptake up | Tat export inh | phage Ecoli inh | Wnt bcat act | E coli growth | SR-BI HDL uptake | CAL PDZ FP-1 | AddAB inh | MITF TRPM1 HTS | CAL PDZ FP-2
O=C(CN1C(=O)NC2(CCCC2)C1=O)Nc1ccccc1C(F)(F)F | 25 | 5 | 1.1 | 2 | -0.1 | -25 | -0.5 | 1.8 | 1 | -5
Cc1cccc(N=Nc2cnc(N)s2)c1 | -16 | -2 | 0.0 | 35* | -2.5 | 16 | 0.4 | -2.0 | 68 | 1
CCCN(C(=O)COC(=O)CNC(=O)c1ccc2ccccc2c1)c1c(N)n(Cc2ccccc2)c(=O)[nH]c1=O | -2 | 8 | 6.5 | 1 | -0.3 | 2 | -2.3 | -1.6 | 12 | 0
CC(C)[N+](C)(C)CC#CC(O)(c1ccccc1)c1ccccc1 | nt | 4 | 1.0 | -2 | -1.1 | nt | -1.4 | -1.0 | nt | 2
CC(C)(C)[C@H]1C=C(C(=O)O)O[C@@H](OCCCCO)C1 | -5 | -5 | 2.2 | 2 | -2.1 | 5 | -0.9 | -2.3 | 1 | 3
COc1cc2nc(CN(C)Cc3ccc(Cl)cc3)[nH]c(=O)c2cc1OC | 1 | 0 | 1.4 | -2 | -3.2 | -1 | -0.2 | 1.3 | -9 | 3
CCSC1=NCCN1C(=O)c1c(-c2ccccc2Cl)noc1C | 18 | -2 | 0.9 | -4 | 1.1 | -18 | -2.5 | -0.3 | -8 | -5
COC(=O)C[C@H]1c2cc(C(F)(F)F)ccc2S(=O)(=O)N1c1ccc(N(C)C)cc1 | -6 | -10 | 2.8 | 6 | 0.9 | 6 | -0.3 | 4.6 | -1 | 1

Compound activity deposited in PubChem BioAssay by several laboratories.
